zVAD death inh – L929 zVAD cell death inhibition; L929 zVAD necroptosis rescue, ATP luminescence, 24 h; with zVAD 60 µM; viability rescue, % at 10 µM; hit rate 0.38% among 220,000; AID 1377;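 active means activation, scaled between plate controls, above about 75%, limit read from the data; inactive means activation under that limit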;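 further: 0% = zVAD with DMSO and 100% = DMSO alone without zVAD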
KLK5 inh – blocks human kallikrein 5 protease activity | inhibition, % at 5 µM | hit rate 0.59% among 210,000 | recombinant hK5, fluorogenic AMC substrate cleavage;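 active means inhibition of 40% or more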;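 further: 0% = enzyme controls without compound and 100% = no-enzyme blanks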
Hck Nef HTS – inhibitors of human Hck kinase activated by Nef; Recombinant Hck-YEEI plus Nef, Z-Lyte FRET kinase assay; inhibition, % at 20 µM; hit rate 0.68% among 220,000; AID 463187;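 active means Hck-Nef kinase inhibition above about 50%, limit read from the data; inactive means inhibition below that limit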;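 further: 0% = DMSO with Hck plus Nef and 100% = Hck alone without Nef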
TNF death inh – blocks TNF-alpha induced death of Jurkat FADD-/- cells. Jurkat FADD-/- TNF necroptosis rescue, ATP luminescence, 24 h; 0 = TNF only, 100 = no-TNF cells. activation (protection from cell death), % at 10 µM. hit rate 0.068% among 220,000;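 active means activation, meaning protection from cell death, of at least 50% relative to plate controls; inactive means activation below 50%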;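 further: necroptosis triggered by 40 ng/mL TNF-alpha added together with compound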
KCC2 mod – KCC2 (human) Cl- transport modulation; hit rate 2.2% among 190,000; KCC2 cells, thallium flux FluoZin-2 fluorescence; B-score of Tl+ flux slope (higher = more flux/activation; lower = inhibition) at 10 µM; Q9H2X9;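 active means thallium flux slope and its plate-corrected score both differing from the plate sample mean at a set confidence after two filtering rounds, in either direction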;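 further: slope of fluorescence scaled to starting intensity during 10 to 20 s after thallium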
FXIa inh – inhibitors of human coagulation factor XIa; P03951; purified FXIa, Boc-Glu-Ala-Arg-AMC fluorogenic substrate; inhibition, % at 5 µM; hit rate 0.14% among 220,000;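 active means inhibition of at least 40%; inactive means inhibition below 40%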;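 further: fluorescence of freed AMC excited at 355 nm; 0% = enzyme without compound and 100% = no enzyme blank; many of its hits are not listed in these tables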
thrombin 1536 – inhibitors of human thrombin. P00734. alpha-thrombin, Boc-VPR-AMC fluorogenic substrate cleavage. inhibition, % at 5 µM. hit rate 0.26% among 220,000. AID 1046;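 active means inhibition at or above 40%; inactive means inhibition below 40%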;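 further: 0% = enzyme with no compound and 100% = wells without enzyme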
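Material: human alpha-thrombin enzyme / Medium: pH 7.5 Tris (50 mM) with NaCl 150 mM, Tween 20 0.05% / Compound: single-point dosing at 5 µM, 0.2% DMSO / Incubation: enzyme reaction carried out at room temperature / Detection: AMC fluorescence, 355/460 nm / Read-out basis: percent inhibition scaled between no-compound controls and no-enzyme blanks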
FXIIa inh 1536 – blocks human coagulation factor XIIa protease activity. P00748. purified FXIIa, Boc-QGR-AMC fluorogenic substrate, 2 h. inhibition, % at 5 µM. hit rate 0.3% among 220,000. AID 800; in the data active means inhibition above about 40%;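 further: 0% = enzyme with no compound and 100% = blank without enzyme; many of its hits are not listed in these tables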
Target sequence (P00748 20-372 limits assumed): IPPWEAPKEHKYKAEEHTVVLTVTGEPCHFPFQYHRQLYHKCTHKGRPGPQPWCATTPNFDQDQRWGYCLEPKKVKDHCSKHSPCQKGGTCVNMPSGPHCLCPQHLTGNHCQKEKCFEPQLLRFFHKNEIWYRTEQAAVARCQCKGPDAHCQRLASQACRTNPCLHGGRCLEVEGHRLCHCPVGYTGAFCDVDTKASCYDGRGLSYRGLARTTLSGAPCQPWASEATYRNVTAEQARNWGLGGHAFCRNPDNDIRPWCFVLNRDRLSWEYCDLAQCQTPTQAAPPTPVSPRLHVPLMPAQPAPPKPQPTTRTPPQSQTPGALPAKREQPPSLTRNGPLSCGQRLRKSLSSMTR
Target sequence (P00748 373-615 limits assumed): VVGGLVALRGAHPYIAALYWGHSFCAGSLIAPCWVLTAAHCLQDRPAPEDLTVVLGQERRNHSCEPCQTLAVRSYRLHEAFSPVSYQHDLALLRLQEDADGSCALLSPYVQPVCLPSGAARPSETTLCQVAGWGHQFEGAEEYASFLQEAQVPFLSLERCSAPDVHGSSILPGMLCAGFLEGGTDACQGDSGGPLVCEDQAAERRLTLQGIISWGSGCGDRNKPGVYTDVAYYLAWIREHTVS
Rad51 HR inh – Rad51 (human) homologous recombination inhibition; inhibition, % at 10 µM; hit rate 0.085% among 200,000; Q06609; hRad51 DNA strand exchange, fluorescence dequenching;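 active means inhibition above 40% at the single screening dose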;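 further: 0% = DMSO control wells and 100% = blanks with heterologous ssDNA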
Target sequence (Q06609 whole entry, looked up): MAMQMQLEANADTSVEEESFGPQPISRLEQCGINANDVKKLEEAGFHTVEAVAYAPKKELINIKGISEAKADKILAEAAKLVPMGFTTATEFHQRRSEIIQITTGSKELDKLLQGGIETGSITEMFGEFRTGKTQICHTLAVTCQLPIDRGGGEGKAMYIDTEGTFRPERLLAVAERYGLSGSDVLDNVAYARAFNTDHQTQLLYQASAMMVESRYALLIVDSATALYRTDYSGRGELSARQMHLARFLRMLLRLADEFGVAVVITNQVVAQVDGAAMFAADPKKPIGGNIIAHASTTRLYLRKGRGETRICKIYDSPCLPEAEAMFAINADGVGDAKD
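Assay system: Human Rad51 nucleoprotein filaments preassembled on unlabelled ssDNA | Reagent: Donor/quencher-labelled 47-bp dsDNA substrate | Doses: One concentration, 10 µM final | Times: 37 °C 15-min filament assembly, 30-min compound preincubation, 15-min exchange | Technique: Fluorescein emission 520 nm, excitation 485 nm | Benchmarks: Plate control and blank wells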
* marks the source's active call; other numbers are inactive results; i = inactive; · = not tested or not shown. This is a subset; count on the stated rates, not on these rows.

SMILES	zVAD death inh	KLK5 inh	Hck Nef HTS	TNF death inh	KCC2 mod	FXIa inh	thrombin 1536	FXIIa inh 1536	Rad51 HR inh
COc1ccc(CNC(=O)CSc2nc3ccc(N)cc3s2)cc1	1.4	-11.4	-0.4	-1.9	1.2	5.1	-4.1	4.0	6.5
O=C(CCC(=O)c1ccc(Oc2ccccc2)cc1)Nc1ccc(Cl)cc1Cl	0.1	4.3	1.5	-2.2	0.00231	1.8	-1.8	6.3	-1.8
COc1ccccc1NC(=O)CNC(=O)c1ccc(F)cc1	-0.6	-0.4	-7.2	-0.3	0.517	0.5	-1.2	14.7	4.4
CCn1ncc(C2=NOC(C(=O)Nc3c(C)n(C)n(-c4ccccc4)c3=O)C2)c1C (stereo unspecified)	1.5	59.8*	-0.5	-0.3	0.265	5.1	39.1	5.6	-3.3
CCNC(=O)CN(c1ccc(Cl)cc1)S(=O)(=O)c1ccccc1	0.2	-18.4	-1.8	-0.5	·	5.2	6.2	10.0	-3.0
CCC(C)NCC(=O)Nc1sc2c(c1C(N)=O)CCC2 (stereo unspecified)	-0.3	-10.6	-8.2	1.1	-0.008	4.6	4.1	9.5	0.6
Cc1ccccc1Cn1c(C(C)O)nc2ccccc21 (stereo unspecified)	0.2	-20.2	0.2	-4.0	0.198	7.7	5.6	17.7	4.2
CCOc1c(Cl)cc(CNc2ccc(S(N)(=O)=O)cc2)cc1OC	·	30.4	-0.5	-1.7	0.0618	4.8	32.6	15.2	13.7
CSCCCNC(=S)N(C)CC(=O)Nc1ccc(C)cc1	0.6	23.4	17.9	-1.9	0.444	-0.4	-0.1	9.1	8.4
c1ccc(-c2nc(NCc3cccnc3)c3oc4ccccc4c3n2)cc1	0.7	-15.9	1.8	-7.9	0.939	0.3	0.8	11.6	-0.4
COc1ccc(NC(=O)COC(=O)COc2cccc(Br)c2)cc1OC	4.3	0.3	-4.6	0.1	-0.783	4.7	6.3	9.6	1.7
CCCCCCN1C=CC(=C/C=C(\C#N)C(=O)OCC)C=C1	1.0	-4.3	3.0	8.6	i	3.5	7.2	15.5	i
O=C(O)/C=C/C(=O)N1CCN(c2cccc(Cl)c2)CC1	0.8	-1.4	18.6	2.9	0.697	1.4	·	3.7	2.1
Cc1nc(NC(=S)NC(=O)COc2ccccc2Cl)ccc1Br	-0.3	-11.7	19.6	0.5	0.916	9.8	-1.9	13.6	7.5
Cn1c(C2CCCCC2)nc2c1c(=O)[nH]c(=O)n2Cc1ccccc1	-1.1	-0.6	19.9	-3.1	0.0309	-2.7	-5.2	6.5	-11.0
C=C1N(c2ccc(Cl)cc2)C(=O)OC1(C)C	0.2	-11.7	-2.1	-0.8	0.44	-1.5	-2.2	6.1	-12.5
COc1ccc(C(=S)N2CCN(C)CC2)cc1	-0.1	-0.8	-0.8	0.1	1.35	-4.6	-5.7	-2.3	-3.4
C/C(=N\NC(=O)c1nc2ccccn2c1C)c1cccc([N+](=O)[O-])c1	13.6	0.8	25.0	1.3	0.0836	-4.9	-2.3	2.4	15.4
C/C(=N/OC(=O)CC(C)C)c1cc(-c2ccc(Cl)cc2)no1	0.3	-11.0	0.8	-0.5	-0.38	-6.4	-2.6	5.1	5.3
COc1ccccc1OCC(=O)Nc1ccc(S(=O)(=O)NC(C)=O)cc1	0.3	-5.4	0.0	-0.2	0.741	4.1	2.3	3.1	-6.3
COc1ccc2c(c1)C=C([C@@H]1C[C@H]3CN(c4ccccc4)C(=O)[C@]34CCCN14)CO2	9.6	·	-1.1	1.5	·	-3.7	-3.7	0.7	·
O=C(COC(=O)C1CCCCC1)Nc1ccc([N+](=O)[O-])cc1	2.9	2.2	28.7	-0.2	0.385	-0.3	-0.1	8.4	-4.3
COc1ccc(CCC(=O)Nc2cc(S(C)(=O)=O)ccc2Cl)cc1	1.7	-1.6	26.1	1.8	-0.467	-0.9	-4.7	8.0	21.3
CC(Oc1ccc(Br)cc1)C(=O)Nn1c(=S)[nH]c2ncccc2c1=O (stereo unspecified)	-0.1	-41.6	6.1	0.3	0.0718	9.9	4.8	3.9	0.5
O=C1CSC(c2cn(-c3ccccc3)nc2-c2cc3ccccc3oc2=O)N1Cc1ccccc1 (stereo unspecified)	-0.6	-78.1	0.3	-2.4	·	-3.9	-3.6	3.1	-5.0
COCCCN1CC23C=CC(O2)C(C(=O)OC)C3C1=O (stereo unspecified)	-0.1	·	1.4	-0.9	0.475	·	·	·	1.4
CCOC(=O)c1ccc(CNCc2ccc(Br)cc2)cc1	0.6	-19.2	3.9	1.8	0.509	5.5	3.3	6.0	1.4
O=C(O)c1ccc(/C=N/NC(=O)c2ccc(CN3c4cccc5cccc(c45)S3(=O)=O)cc2)cc1	1.2	-1.3	30.0	2.3	0.127	-2.5	-4.0	-1.1	27.7
CCN1CCN(C(c2cc3cc4c(cc3[nH]c2=O)OCO4)c2nnnn2C(C)(C)CC)CC1 (stereo unspecified)	-0.2	12.5	-8.4	-0.2	0.246	5.0	-2.3	8.1	5.5
CC(=O)CC1(O)C(=O)N(Cc2ccccc2)c2ccccc21 (stereo unspecified)	-0.3	-10.0	0.4	-0.7	0.903	-4.3	-0.1	12.0	2.4

Random excerpt: two records from the list, in no set order.
SMILES	zVAD death inh	KLK5 inh	Hck Nef HTS	TNF death inh	KCC2 mod	FXIa inh	thrombin 1536	FXIIa inh 1536	Rad51 HR inh
CCCCCCN1C=CC(=C/C=C(\C#N)C(=O)OCC)C=C1	1.0	-4.3	3.0	8.6	i	3.5	7.2	15.5	i
COc1ccccc1OCC(=O)Nc1ccc(S(=O)(=O)NC(C)=O)cc1	0.3	-5.4	0.0	-0.2	0.741	4.1	2.3	3.1	-6.3

(next part)
SMILES	zVAD death inh	KLK5 inh	Hck Nef HTS	TNF death inh	KCC2 mod	FXIa inh	thrombin 1536	FXIIa inh 1536	Rad51 HR inh
N#Cc1ccccc1NC(=O)CC1CCCCC1	-0.5	-7.3	-0.6	0.3	0.0423	12.9	0.7	24.4	3.7
O=C(CSCCO)Nc1cccc(C(F)(F)F)c1	0.2	-6.1	1.8	0.7	·	-2.5	-0.8	12.4	0.8
C/C(=N\NC(=S)NC1CCCCC1)c1ccc(O)cc1	0.2	-9.8	23.1	0.4	-0.163	0.0	-10.6	0.4	12.8
COc1ccccc1/C=C/C=N/n1c(C)nnc1C	48.4	3.5	17.4	-1.3	0.605	10.2	-2.7	9.0	-27.7
CN1C(=O)CCC1(O)c1ccccc1 (stereo unspecified)	-0.2	-14.1	0.6	-1.0	0.0574	-10.3	-9.4	8.4	-11.3
Cc1c(C)[n+](=O)c2c(n1[O-])CCC2	1.3	-5.7	0.1	0.3	·	-12.7	-15.7	5.4	8.6
Cc1ccc(Cn2ccc(NC(=O)c3cc(-c4ccc(F)cc4)on3)n2)cc1	1.3	11.1	-1.7	-0.3	·	7.8	-4.3	14.0	2.0
O=C(NNC(=O)C1CCN(Cc2ccc(F)cc2Cl)CC1)Nc1ccc([N+](=O)[O-])cc1	1.0	-4.7	25.8	4.5	-3.11	10.4	-5.0	5.7	5.1
CCOC(=O)N1CCN(C(=O)c2ccc(NC(C)=O)cc2)CC1	0.1	20.0	0.5	-0.8	-0.264	-1.2	28.6	16.6	-9.3
O=C(CSc1nc(NS(=O)(=O)c2ccccc2)cc(=O)[nH]1)Nc1ccc(Cl)cc1	0.3	-3.9	13.5	1.5	-1.4	-3.2	-5.5	2.4	4.5
CN(C)c1cc(-c2ccc([N+](=O)[O-])cc2)oc(=O)c1Cl	-0.4	-10.2	1.8	-2.1	0.928	-1.6	-10.1	4.7	-29.1
O=C(N/N=C/c1ccc(O)cc1)c1[nH]c2ccc(Br)cc2c1-c1ccccc1	-0.9	-25.7	-0.3	-9.2	0.268	7.2	-6.1	2.3	·
O=C1CCC/C(=N\NC(=O)c2ccc(CSc3cccc4cccnc34)cc2)C1	1.8	0.7	4.3	0.6	-0.316	-2.2	-3.4	7.1	0.1
COc1ccc(CCNC(=S)NC(=O)c2ccccc2)cc1C	-0.3	1.9	14.0	0.9	2.53	0.6	-7.0	5.4	·
COc1cc(C2Nc3cccc4cccc(c34)N2)cc(OC)c1O	3.7	9.3	0.8	-11.6	·	1.4	0.6	9.4	9.1

13 structures from above, sorted by molecular weight, descending.
SMILES	zVAD death inh	KLK5 inh	Hck Nef HTS	TNF death inh	KCC2 mod	FXIa inh	thrombin 1536	FXIIa inh 1536	Rad51 HR inh
O=C(CSc1nc(NS(=O)(=O)c2ccccc2)cc(=O)[nH]1)Nc1ccc(Cl)cc1	0.3	-3.9	13.5	1.5	-1.4	-3.2	-5.5	2.4	4.5
O=C(NNC(=O)C1CCN(Cc2ccc(F)cc2Cl)CC1)Nc1ccc([N+](=O)[O-])cc1	1.0	-4.7	25.8	4.5	-3.11	10.4	-5.0	5.7	5.1
O=C(N/N=C/c1ccc(O)cc1)c1[nH]c2ccc(Br)cc2c1-c1ccccc1	-0.9	-25.7	-0.3	-9.2	0.268	7.2	-6.1	2.3	·
O=C1CCC/C(=N\NC(=O)c2ccc(CSc3cccc4cccnc34)cc2)C1	1.8	0.7	4.3	0.6	-0.316	-2.2	-3.4	7.1	0.1
COc1ccc(CCNC(=S)NC(=O)c2ccccc2)cc1C	-0.3	1.9	14.0	0.9	2.53	0.6	-7.0	5.4	·
COc1cc(C2Nc3cccc4cccc(c34)N2)cc(OC)c1O	3.7	9.3	0.8	-11.6	·	1.4	0.6	9.4	9.1
CCOC(=O)N1CCN(C(=O)c2ccc(NC(C)=O)cc2)CC1	0.1	20.0	0.5	-0.8	-0.264	-1.2	28.6	16.6	-9.3
CN(C)c1cc(-c2ccc([N+](=O)[O-])cc2)oc(=O)c1Cl	-0.4	-10.2	1.8	-2.1	0.928	-1.6	-10.1	4.7	-29.1
C/C(=N\NC(=S)NC1CCCCC1)c1ccc(O)cc1	0.2	-9.8	23.1	0.4	-0.163	0.0	-10.6	0.4	12.8
O=C(CSCCO)Nc1cccc(C(F)(F)F)c1	0.2	-6.1	1.8	0.7	·	-2.5	-0.8	12.4	0.8
COc1ccccc1/C=C/C=N/n1c(C)nnc1C	48.4	3.5	17.4	-1.3	0.605	10.2	-2.7	9.0	-27.7
N#Cc1ccccc1NC(=O)CC1CCCCC1	-0.5	-7.3	-0.6	0.3	0.0423	12.9	0.7	24.4	3.7
Cc1c(C)[n+](=O)c2c(n1[O-])CCC2	1.3	-5.7	0.1	0.3	·	-12.7	-15.7	5.4	8.6

The results go on:
SMILES	zVAD death inh	KLK5 inh	Hck Nef HTS	TNF death inh	KCC2 mod	FXIa inh	thrombin 1536	FXIIa inh 1536	Rad51 HR inh
COC(=O)c1ccc(NC(=O)C2C3CCC(C3)C2C(=O)O)cc1 (stereo unspecified)	-0.3	-19.3	1.5	-1.5	0.655	-4.9	-6.5	7.7	6.2
O=S(=O)(Nc1ccc(N2CCCCC2)cc1)c1ccc(F)c(F)c1	2.1	-13.9	15.9	1.2	-0.72	4.4	-10.7	4.0	0.8
O=C(NCCc1cccs1)C1CC(c2ccc([N+](=O)[O-])cc2)=NO1 (stereo unspecified)	1.1	-3.9	0.4	-0.6	-1.48	6.8	4.6	10.0	-4.9
COc1cc(N=Nc2ccccc2C(=O)O)ccc1O	-0.5	2.5	15.7	-5.0	1.21	5.7	2.6	14.2	15.0

Screens deposited in PubChem BioAssay by several laboratories.
